# CCHFV vOTU inh – CCHFV vOTU protease inhibition. Pep-AMC fluorescence. inhibition, % at 11.5 µM. hit rate 0.55% among 370,000; in the data active means inhibition above about 30%; further: 0% = vehicle wells with enzyme and 100% = no enzyme wells
# * hit, by the source's call. A portion of the library; count on the stated rates, not on these rows.
SMILES,CCHFV vOTU inh
O=C(N[C@@H](Cc1cccnc1)C(=O)N1CCC[C@H]1C(=O)NC1CCCC1)c1cccs1,8.0
O=C(/C=C(\Nc1cccc(Cl)c1)c1ccccc1)c1ccccc1,12.6
O=C(Nc1ccc(F)cc1)OCc1cn(Cc2ccccc2Cl)nn1,-3.0
O=C(Nc1ccc(F)cc1F)C1CCCN1S(=O)(=O)c1cccnc1 (configuration not stated),-3.0
C#CCN(Cc1ccco1)C(=O)c1nnc2c3ccccc3n(S(=O)(=O)c3ccccc3)c2n1,-2.2
CSCCCNC(=O)Cn1nc(Cc2ccncc2)c2ccccc2c1=O,-3.4
O=C(NCc1cccs1)C1CCN(S(=O)(=O)c2cccc3ccccc23)CC1,0.3
COC(=O)[C@]12C[C@H](CC(=O)NCc3ccccc3)C(=O)N(Cc3ccccc3)C1=C[C@H](C(C)(C)C)O[C@@H]2C,20.9
COC(=O)[C@]12C[C@H](CC(=O)N3CCN(C(=O)c4ccco4)CC3)C(=O)N(CCc3ccc(OC)c(OC)c3)C1=C[C@H](C1CCCC1)O[C@@H]2C,0.9
O=C(NCc1ccccc1)C(c1ccc(C(F)(F)F)cc1)n1c(=O)c(-c2cc3ccccc3[nH]2)nc2ccccc21 (configuration not stated),-8.4
CCOC(=O)C1CCCN(S(=O)(=O)c2cc3c(cc2Br)CCN3C(=O)CC)C1 (configuration not stated),3.3
COc1cccc(NC(=O)N(C)C[C@H]2OCc3ccccc3-c3c(n(C)c4ccccc34)C(=O)N([C@H](C)CO)C[C@H]2C)c1,9.2
Cc1ccc(NC(=O)Cn2nnc(-c3ccccc3F)n2)c(C)c1,0.8
C#Cc1cccc(OCC(C)CN2CCC(C(O)(c3ccccc3)c3ccccc3)CC2)c1 (configuration not stated),7.7
COC(=O)C[C@H]1C=C[C@H](NC(=O)C2CCOCC2)[C@@H](CO)O1,-8.9
CCCCOCCCNC(=O)C[C@@H]1C(=O)N(CCc2ccc(Cl)cc2)C2=CCCCC[C@]21C(=O)OC,7.8
CCOC(=O)C1=CCC(c2ccc(N(CC)CC)cc2)N(S(=O)(=O)c2ccc(C)cc2)C1c1ccc([N+](=O)[O-])cc1 (configuration not stated),12.1
O=C(CSc1nnc(-c2cccs2)n1Cc1ccco1)Nc1ccc(Oc2ccccc2)cc1,2.0
O=C(c1ccccc1)N1CCC(Oc2cccnc2)CC1,-5.1
Cc1nc2sc(C(=O)NCc3ccncc3)c(N)c2c(C)c1Cl,-5.1
CSc1nnc2c(n1)C[C@H](c1ccccc1)[C@@H](C)[C@@H](C(=O)N1CCCC1)C2,4.3
O=S(=O)(NCc1ccc(Cl)cc1)c1ccc(Br)cc1C1CC[C@@H](O)C1 (some centres not stated),17.0
CC(=O)/C=C1\OCc2cc(OCc3ccccc3)ccc21,15.4
COc1ccc(Cn2c(NC(=O)c3ccccc3)nc(Cc3ccccc3)c2Cc2ccccc2)c(OC)c1,4.0
C=CCN1C(C(=O)OC)CN(Cc2cn(CCC3OCCO3)nn2)CCS1(=O)=O (configuration not stated),-8.5
CCOC(=O)[C@@]12CN(C(=O)OC(C)(C)C)CC=C1N(Cc1ccc(OC)cc1)C(=O)[C@H]2CC(=O)NCc1ccc(OC)c(OC)c1,10.9
COC(=O)[C@]12C[C@H](CC(=O)N3CCN(C(=O)c4ccco4)CC3)C(=O)N(Cc3ccccc3)C1=C[C@H](C(C)(C)C)O[C@@H]2C,16.2
COC(=O)C1=C(C)N(Cc2ccc(C(F)(F)F)cc2)C(=NCc2cccc(C(F)(F)F)c2)NC1c1ccccc1C(F)(F)F (configuration not stated),7.2
COC(=O)C1=C(C)N(C)C(=NCc2ccc3c(c2)OCO3)NC1c1ccc(C(F)(F)F)cc1 (configuration not stated),7.5
C[C@@H](CN1C2=NC[C@@H](Cc3ccccc3)N2C[C@H]1Cc1ccc(O)cc1)NC(=O)CCC1CCCCC1,8.2
O=C(NCCN1CCC2(CC1)C(=O)NCN2c1ccccc1)c1ccc2ccccc2c1,-3.5
O=[N+]([O-])c1nccn1CC(O)CCN1CCOCC1 (configuration not stated),6.9
Cc1ccc(S(=O)(=O)N2CC3C(=O)CC(c4ccccc4)N(S(=O)(=O)c4ccc(C)cc4)C3CC2c2cccc(Cl)c2)cc1 (configuration not stated),6.7
CN(CCO)c1ccc2c(c1)Oc1ccccc1CN(Cc1cn(Cc3cccc(C(F)(F)F)c3)nn1)S2(=O)=O,9.4
CCCCCC[C@@H](CCCc1ccccc1OC)CN(CCCC)S(C)(=O)=O,14.8
CC(=O)O[C@H]1C=C[C@@H](C#Cc2ccc(C(C)(C)C)cc2)O[C@@H]1COC(=O)Nc1ccccc1,5.5
Cc1cc(N2CCN(C(C(=O)NC3CCCC3)c3ccco3)CC2)c2ccccc2n1 (configuration not stated),15.7
C=CCn1c(SCC(=O)c2ccc(F)cc2)nnc1-c1ccc(F)cc1,5.8
CCOC(=O)C1=CCN(S(=O)(=O)c2ccccc2Br)C1c1ccc(Cl)cc1 (configuration not stated),7.4
CCNC(=S)NNC(=O)CSc1nnc(SCc2cccc3ccccc23)s1,4.2
Cc1cc2c(cc1C)-n1nnnc1C(N1CCN(C(=O)OCc3ccccc3)CC1)C(=O)N2 (configuration not stated),7.6
C=CCCC1CN(Cc2ccc(OC)cc2)S(=O)(=O)c2c(F)cccc2O1 (configuration not stated),-1.9
COC(=O)[C@]12CCCCC=C1N(Cc1ccc3c(c1)OCO3)C(=O)[C@H](CC(=O)NCCc1ccccc1OC)C2,7.2
CCn1c(=O)n(CC(=O)N2CCN(C(C)=O)CC2)c(=O)c2ccccc21,1.2
Cc1ccc2nc(CN(C)C(=O)[C@H](CCc3ccccc3)NC(=O)[C@H]3O[C@@H](n4cnc5c(N)ncnc54)[C@H](O)[C@@H]3O)[nH]c2c1,-8.1

# 16 structures from above, ordered by formula weight, falling.
SMILES,CCHFV vOTU inh
Cc1ccc2nc(CN(C)C(=O)[C@H](CCc3ccccc3)NC(=O)[C@H]3O[C@@H](n4cnc5c(N)ncnc54)[C@H](O)[C@@H]3O)[nH]c2c1,-8.1
COC(=O)[C@]12C[C@H](CC(=O)N3CCN(C(=O)c4ccco4)CC3)C(=O)N(Cc3ccccc3)C1=C[C@H](C(C)(C)C)O[C@@H]2C,16.2
COc1cccc(NC(=O)N(C)C[C@H]2OCc3ccccc3-c3c(n(C)c4ccccc34)C(=O)N([C@H](C)CO)C[C@H]2C)c1,9.2
CN(CCO)c1ccc2c(c1)Oc1ccccc1CN(Cc1cn(Cc3cccc(C(F)(F)F)c3)nn1)S2(=O)=O,9.4
O=C(NCc1ccccc1)C(c1ccc(C(F)(F)F)cc1)n1c(=O)c(-c2cc3ccccc3[nH]2)nc2ccccc21 (configuration not stated),-8.4
O=C(CSc1nnc(-c2cccs2)n1Cc1ccco1)Nc1ccc(Oc2ccccc2)cc1,2.0
C#CCN(Cc1ccco1)C(=O)c1nnc2c3ccccc3n(S(=O)(=O)c3ccccc3)c2n1,-2.2
O=C(N[C@@H](Cc1cccnc1)C(=O)N1CCC[C@H]1C(=O)NC1CCCC1)c1cccs1,8.0
O=C(NCCN1CCC2(CC1)C(=O)NCN2c1ccccc1)c1ccc2ccccc2c1,-3.5
O=C(NCc1cccs1)C1CCN(S(=O)(=O)c2cccc3ccccc23)CC1,0.3
CCCCCC[C@@H](CCCc1ccccc1OC)CN(CCCC)S(C)(=O)=O,14.8
CSCCCNC(=O)Cn1nc(Cc2ccncc2)c2ccccc2c1=O,-3.4
Cc1nc2sc(C(=O)NCc3ccncc3)c(N)c2c(C)c1Cl,-5.1
O=C(/C=C(\Nc1cccc(Cl)c1)c1ccccc1)c1ccccc1,12.6
O=C(c1ccccc1)N1CCC(Oc2cccnc2)CC1,-5.1
CC(=O)/C=C1\OCc2cc(OCc3ccccc3)ccc21,15.4

# The listing continues:
SMILES,CCHFV vOTU inh
COc1ccc(CC(=O)N(Cc2ccccc2)c2ccccc2C(=O)Nc2cc(OC)ccc2OC)cc1,18.4
O=C(CN1CCCc2ccccc21)NCc1ccc(Cl)cc1,-0.4
CCCCNC(=O)c1cc(-c2ccccc2)sc1N,-2.5
O=C(Nc1ccc(Nc2cccnc2)cc1)c1c[nH]c2ccccc12,-2.2
CN(C)c1cccc(/C=C2\CC3(OC(=O)c4ccc(F)cc4)CCCN2C3)c1 (configuration not stated),3.9
COc1cccc(Cn2cc(COC(=O)N3CCOCC3)nn2)c1,-3.4
Cc1c(NC(=O)C2CCCN(S(=O)(=O)c3ccc(Br)s3)C2)c(=O)n(-c2ccccc2)n1C (configuration not stated),-0.1
CCOC1=C2CN(S(=O)(=O)c3ccccc3)[C@@H](c3ccccc3)C[C@H]2[C@H]2C(=O)N(c3ccccc3)C(=O)[C@H]2C1,4.4
O=C(CNS(=O)(=O)c1ccccc1)N1CCN(c2ccccn2)CC1,2.1
CCOC(=O)[C@]12CCCCC/C=C\1N(Cc1ccc(OC)cc1)C(=O)[C@H]2CC(=O)NCC12CC3CC(CC(C3)C1)C2,12.4
COCCCNC(=O)C[C@@H]1C[C@@]2(C(=O)OC)CC(C)(C)CC=C2N(Cc2ccco2)C1=O,7.8
O=S1(=O)c2ccc(N3CCN(Cc4ccccc4F)CC3)cc2Oc2ccccc2CN1Cc1cn(Cc2cccc(F)c2)nn1,-3.1
CCOC(=O)N1CCN(C(=O)C[C@H]2C[C@@]3(C(=O)OC)C(=C[C@H](C(C)C)O[C@@H]3C3CC3)N(CCc3ccc(OC)c(OC)c3)C2=O)CC1,0.9
C=CCCC[C@H]1OC(=O)[C@H](C)NC(=O)[C@H](C(C)C)NC(=O)[C@@H]2CCCN2C(=O)[C@H](Cc2ccccc2)OC(=O)[C@@H](C(C)C)N(C)C(=O)[C@H](C(C)C)NC(=O)C1(C)C,29.6*
COc1ccc(Cn2cc(CN3CC=CS3(=O)=O)nn2)cc1,0.3
CS(=O)(=O)c1ccc(OC[C@@H](O)CN2CCC(C(O)(c3ccccc3)c3ccccc3)CC2)cc1,-8.2
COC(=O)[C@]12C[C@H](CC(=O)NCC34CC5CC(CC(C5)C3)C4)C(=O)N(Cc3ccc(Cl)cc3Cl)C1=C[C@H](C1CCCC1)O[C@@H]2C,8.5
CCOC(=O)N1CCN(C(=O)C[C@@H]2C[C@@]3(C(=O)OCC)CCCC=C3N(CCc3ccc(OC)c(OC)c3)C2=O)CC1,-3.7
COc1ccc(OC)c(NC(=O)c2ccccc2N(Cc2ccccc2)C(=O)C(C)Cl)c1 (configuration not stated),-4.6
COc1ccc(CN2c3ccccc3C(=O)CS2(=O)=O)cc1OC,0.3
CC(C)(C)S(=O)N1C[C@H]2CC(=O)C=C2[C@@H]1CCO (some centres not stated),2.4
Cc1[nH]c(=O)[nH]c(=O)c1CCSSCCc1c(C)[nH]c(=O)[nH]c1=O,4.1
COc1ccc(N2C(=O)c3n[nH]c(C(C)C)c3C2c2ccccc2)cc1 (configuration not stated),-2.7
COC(=O)[C@]12C[C@H](CC(=O)NCC3CCCCC3)C(=O)N(Cc3ccc4c(c3)OCO4)C1=C[C@H](COCc1ccccc1)O[C@@H]2C,20.8
O=C(Nc1ccc(F)cc1)C(CCc1ccccc1)N1CCN(Cc2c(F)cccc2Cl)CC1 (configuration not stated),-4.3
COc1cccc(C(=O)NCC2CCN(C(=O)C(=O)c3cc4ccccc4o3)CC2)c1,18.3
Cc1nn(-c2ccccc2)nc1C(=O)Nc1ccccc1C(=O)NCC1CC1,5.1
COc1ccc(C(=O)c2[nH]c(N)c(C(=O)c3c[nH]c4ccccc34)c2-c2ccc(F)c(OC)c2)cc1,14.5
O=C(NCC1CCN(C(=O)C(=O)c2cccs2)CC1)c1cccnc1,10.9
CCn1c2ccccc2c2cc(C=NNC(=O)c3ccoc3C)ccc21,-7.1

# 3 of these compounds in a different format:
SMILES | CCHFV vOTU inh
COC(=O)[C@]12C[C@H](CC(=O)NCC3CCCCC3)C(=O)N(Cc3ccc4c(c3)OCO4)C1=C[C@H](COCc1ccccc1)O[C@@H]2C | 20.8
O=C(Nc1ccc(F)cc1)C(CCc1ccccc1)N1CCN(Cc2c(F)cccc2Cl)CC1 (configuration not stated) | -4.3
COc1cccc(C(=O)NCC2CCN(C(=O)C(=O)c3cc4ccccc4o3)CC2)c1 | 18.3

# Additional results:
SMILES,CCHFV vOTU inh
CC(C)CN1C(=O)[C@]2(CC(=O)N(C)C2c2ccccc2)c2cc(-n3cc(CO)nn3)ccc21 (some centres not stated),19.5
CCOC(=O)C1(Cc2ccccc2)CCN(Cc2ccc(C(F)(F)F)cc2)CC1,9.3
O=C(C(=O)N1CCC(c2ccccc2)CC1)c1cccc([N+](=O)[O-])c1,-7.4
C[C@@H]1[C@H](O)[C@@H](C)/C=C/C=C/C=C/C=C/C=C/C=C/C=C/[C@H](OC2O[C@H](C)[C@@H](O)[C@H](N)[C@@H]2O)C[C@@H]2O[C@](O)(C[C@@H](O)C[C@@H](O)[C@H](O)CC[C@@H](O)C[C@@H](O)CC(=O)O[C@H]1C)C[C@H](O)[C@H]2C(=O)O (some centres not stated),-7.1
Cc1ccc(-n2c(COc3ccccc3)nnc2SCC(=O)Nc2ccccc2-c2ccccc2)cc1,11.7
O=C(NCCOc1ccccc1)C1C(=O)Nc2ccccc2C(=O)N1C1CCCCC1 (configuration not stated),5.0
COc1ccc(S[C@]2(C(=O)NCc3ccccc3)CC(=O)N[C@@H]2c2ccc(OC)cc2)cc1,13.2
O=C(C(=O)N1CCC(CNS(=O)(=O)Cc2ccccc2)CC1)c1cc2ccccc2o1,-0.4
CCCCCCCCN1C(=O)[C@@H](CC(=O)N2CCN(C(=O)OCC)CC2)C[C@@]2(C(=O)OC)C1=C[C@H](C(C)(C)C)O[C@@H]2C,8.1
Cc1ccccc1NC(=O)OC1CCC12CCC(c1ccccc1)CC2 (configuration not stated),7.2
CC(C)CNC(=O)OCc1cn(Cc2cccc(F)c2)nn1,-4.0
Brc1cccc(Cn2ccc3ccc(-c4ccc5ccn(Cc6cccc(Br)c6)c5c4)cc32)c1,-4.9
CN1C2CCC1CC(OC(c1ccccc1)c1ccc(Cl)cc1)C2 (configuration not stated),-1.4
CCN(Cc1cn(Cc2ccccc2)nn1)S(=O)(=O)c1ccc(N2CCCC2)cc1Br,5.9
COc1cc(C(=O)NN=C2c3ccccc3-c3ccccc32)cc(OC)c1OC,4.3
COC(=O)c1ccc2nc(-c3ccc(C)cc3)c(Cc3ccccc3)n2c1,-2.9

# Source: PubChem
